Bioassay records from PubChem BioAssay.
Bcl-xL primary = blocks human Bcl-xL binding to Bim BH3 peptide. Q07817. GST-Bcl-xL / FITC-Bim BH3 peptide fluorescence polarization. inhibition, % at 10.9 µM. 320,000 compounds, 0.7% hits. AID 2129;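 active means inhibition above the mean of all tested compounds plus 3 SD, cutoff set per campaign, cut at about 30% in these data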;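 further: 0% = DMSO wells and 100% = unlabeled Bim-BH3 peptide competitor; inhibitors lower millipolarization by displacing the labeled peptide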
Target sequence (Q07817 whole entry, looked up): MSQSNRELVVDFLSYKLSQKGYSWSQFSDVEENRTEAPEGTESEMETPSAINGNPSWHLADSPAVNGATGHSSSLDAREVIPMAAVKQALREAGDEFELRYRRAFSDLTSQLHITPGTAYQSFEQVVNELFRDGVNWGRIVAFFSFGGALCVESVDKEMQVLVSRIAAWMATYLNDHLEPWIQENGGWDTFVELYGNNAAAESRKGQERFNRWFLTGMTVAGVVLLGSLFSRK
AHR activator = activates the human aryl hydrocarbon receptor; activation, % at 5 µM; AHR-responsive luciferase reporter cells, luminescence; 320,000 compounds, 2.5% hits; P35869; in the data active means activation above about 47%;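 further: 0% = vehicle wells and 100% = reference agonist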
pPAFAH inh = inhibitors of human plasma PAF acetylhydrolase (pPAFAH) | AID 463082 | recombinant pPAFAH, FP-rhodamine probe fluorescence polarization | inhibition, % at 3.39 µM | 330,000 compounds, 1.5% hits;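 active means inhibition above the mean inhibition across the screen plus 3 SD, cut at about 25% in these data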;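 further: inhibitors block binding of the rhodamine activity-based probe so polarization drops; 0% = enzyme with DMSO and 100% = wells lacking pPAFAH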
GLD-1 TGE inh = GLD-1-TGE RNA interaction inhibition (C. elegans); Q17339; purified GLD-1 + fluorescein TGE RNA, fluorescence polarization; inhibition, % at 5.96 µM; 320,000 compounds, 0.44% hits; AID 2280;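 active means percent inhibition above a per-plate cutoff, the plate mean of test compounds plus 3 SD, cut at about 30% in these data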;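 further: 0% = DMSO wells with GLD-1 and probe and 100% = wells lacking GLD-1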
PAFAH1B2 FP inh = blocks human PAF acetylhydrolase 1b catalytic subunit 2. recombinant PAFAH1B2, FP-rhodamine activity probe, fluorescence polarization. P68402. 340,000 compounds, 1.2% hits. inhibition, % at 3.39 µM;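 active means inhibition above the mean of all tested compounds plus 3 SD, cut at about 24% in these data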;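 further: 0% = enzyme with DMSO and 100% = wells lacking PAFAH1B2; many of its hits are not listed in these tables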
Target sequence (P68402 whole entry, looked up): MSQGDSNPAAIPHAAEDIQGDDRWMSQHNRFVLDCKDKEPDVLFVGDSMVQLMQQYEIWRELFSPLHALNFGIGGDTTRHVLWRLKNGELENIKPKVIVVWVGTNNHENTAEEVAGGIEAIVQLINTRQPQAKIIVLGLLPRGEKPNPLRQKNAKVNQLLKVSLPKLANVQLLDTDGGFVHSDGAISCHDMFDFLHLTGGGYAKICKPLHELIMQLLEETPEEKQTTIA
MCL1-BIM inh = inhibitors of human MCL1 binding to BIM-BH3 peptide. Q07820. GST-MCL1 / FITC-Bim-BH3 fluorescence polarization. inhibition, % at 10.9 µM. 320,000 compounds, 0.68% hits. AID 2057;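 active means inhibition above the mean inhibition of all tested compounds plus 3 SD, set per campaign, cut at about 40% in these data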;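 further: 0% = DMSO wells and 100% = unlabeled Bim-BH3 peptide control; higher means more loss of mP so more displacement of Bim peptide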
Fam108B inh = Fam108B inhibition, counter-screen for RBBP9 inhibitors | recombinant Fam108B, FP-Rh probe fluorescence polarization | inhibition, % at 9.51 µM | 300,000 compounds, 0.33% hits;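 active means inhibition above the screen mean inhibition plus 3 SD, computed separately per campaign, cut at about 18% in these data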;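 further: inhibitors lower polarization as less probe binds the enzyme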
PME-1 inh = PME-1 (human) inhibition; AID 2130; 320,000 compounds, 0.53% hits; inhibition, % at 5.9 µM; recombinant PME-1, FP-Rh probe fluorescence polarization;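 active means inhibition above the campaign mean of all compounds plus 3 SD, cut at about 26% in these data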;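 further: competitive labeling of PME-1 active site by serine hydrolase directed probe; 0% = PME-1 with DMSO and 100% = wells lacking PME-1 enzyme; inhibitors block probe labeling so polarization falls and inhibition rises; many of its hits are not listed in these tables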
MEX-5 binding = C. elegans MEX-5 TCR-2 RNA binding activity; activity score (negative = inhibition of binding), % at 10 µM; Q9XUB2; 300,000 compounds, 0.38% hits; MEX-5/FITC-TCR2 RNA binding, fluorescence polarization; stronger effect = lower value; AID 1832;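 active means inhibition past about -25% in most replicates, and total fluorescence under double the plate's negative control median, limit read from the data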;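 further: 0% = DMSO and -100% = 5 µM competing unlabeled TCR2 RNA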
Target sequence (Q9XUB2 whole entry, looked up): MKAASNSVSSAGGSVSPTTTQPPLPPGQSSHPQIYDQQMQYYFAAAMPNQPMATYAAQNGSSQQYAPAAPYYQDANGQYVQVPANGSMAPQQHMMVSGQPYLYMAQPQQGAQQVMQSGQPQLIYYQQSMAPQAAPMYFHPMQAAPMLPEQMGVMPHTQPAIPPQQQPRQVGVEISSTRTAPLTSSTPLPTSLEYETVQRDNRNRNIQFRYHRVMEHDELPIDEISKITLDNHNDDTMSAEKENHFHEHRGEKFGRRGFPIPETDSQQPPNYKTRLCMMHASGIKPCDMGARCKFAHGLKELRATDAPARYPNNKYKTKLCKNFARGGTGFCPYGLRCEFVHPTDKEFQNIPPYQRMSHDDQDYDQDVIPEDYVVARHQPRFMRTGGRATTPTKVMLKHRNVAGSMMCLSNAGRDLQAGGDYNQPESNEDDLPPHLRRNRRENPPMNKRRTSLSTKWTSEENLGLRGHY
* hit, by the source's call; . = no result given. This is a subset. The share of hits here may be higher or lower than overall.

SMILES	Bcl-xL primary	AHR activator	pPAFAH inh	GLD-1 TGE inh	PAFAH1B2 FP inh	MCL1-BIM inh	Fam108B inh	PME-1 inh	MEX-5 binding
CC(C)C(NC(=O)C1CCCCC1)C(=O)Nc1ccccn1 (stereo not given)	1	-2	-1	0	6	0	3	-4	1.1
CCCCOC(=O)NC1CCS(=O)(=O)C1 (stereo not given)	6	-4	5	2	5	-4	-5	-5	-1.1
COc1ccc(C(C(=O)NC2CCCCC2)N(Cc2ccco2)C(=O)c2ccccn2)c(OC)c1 (stereo not given)	2	-1	2	2	2	3	1	-2	-0.7
Cc1onc(-c2ccccc2)c1C(=O)N1CCN(CCc2ccccc2)CC1	6	-1	3	2	6	7	-3	-7	-1.5
C#CCn1c(S(=O)(=O)Cc2ccccc2Cl)nc(-c2ccccc2)c1-c1ccccc1	0	-3	4	3	0	-3	1	4	-1.2
Cc1cccc(NC(=S)NCc2ccco2)n1	-8	17	5	-4	1	3	-5	4	2.7
Cc1cccc(COc2ccc(/C=C3/C(=O)N(C)C(=S)N3C)cc2)c1	4	27	1	7	-2	-3	0	-2	1.7
Cc1ccc(S(=O)(=O)N2CCC(=O)N(CCOC(=O)NCc3ccccc3)CC2)cc1	2	6	2	-2	.	5	-1	3	.
CCCN(CCC)S(=O)(=O)c1cccc(C(=O)Nc2ccc3c(c2)OCO3)c1	-6	22	9	-4	0	2	3	-1	-1.2
CCN(CCCNC(=O)COc1cc(=O)n(C)c2ccccc12)c1cccc(C)c1	1	4	4	2	2	7	-2	10	-0.4
COc1cc(-c2[nH]ncc2CN2CCN(Cc3cccs3)CC2)cc(OC)c1OC	1	4	-3	3	2	2	-2	-1	0.8
COc1ccc(NC(=O)CSc2cc(C(=O)c3nccn3C)c3ccccc3n2)cc1	4	0	4	4	6	2	-2	-6	-2.5
CC(=O)Nc1ccc(NS(=O)(=O)c2ccc3ccccc3c2)cc1	-2	-1	3	2	10	2	-4	3	0.4
COCc1cc(C)n(CC(=O)Nc2ccccc2C(=O)OC)c(=O)c1C#N	3	1	3	4	-8	17	6	-4	-3.1
O=S(=O)(NCCO)c1cccc2cccnc12	5	4	-10	-5	4	1	-3	-3	1.4

Part of the list above, as comma-separated lines:
SMILES,Bcl-xL primary,AHR activator,pPAFAH inh,GLD-1 TGE inh,PAFAH1B2 FP inh,MCL1-BIM inh,Fam108B inh,PME-1 inh,MEX-5 binding
COc1ccc(C(C(=O)NC2CCCCC2)N(Cc2ccco2)C(=O)c2ccccn2)c(OC)c1 (stereo not given),2,-1,2,2,2,3,1,-2,-0.7
Cc1onc(-c2ccccc2)c1C(=O)N1CCN(CCc2ccccc2)CC1,6,-1,3,2,6,7,-3,-7,-1.5
C#CCn1c(S(=O)(=O)Cc2ccccc2Cl)nc(-c2ccccc2)c1-c1ccccc1,0,-3,4,3,0,-3,1,4,-1.2
Cc1cccc(NC(=S)NCc2ccco2)n1,-8,17,5,-4,1,3,-5,4,2.7
Cc1cccc(COc2ccc(/C=C3/C(=O)N(C)C(=S)N3C)cc2)c1,4,27,1,7,-2,-3,0,-2,1.7
Cc1ccc(S(=O)(=O)N2CCC(=O)N(CCOC(=O)NCc3ccccc3)CC2)cc1,2,6,2,-2,.,5,-1,3,.
CCCN(CCC)S(=O)(=O)c1cccc(C(=O)Nc2ccc3c(c2)OCO3)c1,-6,22,9,-4,0,2,3,-1,-1.2
CCN(CCCNC(=O)COc1cc(=O)n(C)c2ccccc12)c1cccc(C)c1,1,4,4,2,2,7,-2,10,-0.4
COc1cc(-c2[nH]ncc2CN2CCN(Cc3cccs3)CC2)cc(OC)c1OC,1,4,-3,3,2,2,-2,-1,0.8
COc1ccc(NC(=O)CSc2cc(C(=O)c3nccn3C)c3ccccc3n2)cc1,4,0,4,4,6,2,-2,-6,-2.5
CC(=O)Nc1ccc(NS(=O)(=O)c2ccc3ccccc3c2)cc1,-2,-1,3,2,10,2,-4,3,0.4
COCc1cc(C)n(CC(=O)Nc2ccccc2C(=O)OC)c(=O)c1C#N,3,1,3,4,-8,17,6,-4,-3.1

The results go on.
SMILES	Bcl-xL primary	AHR activator	pPAFAH inh	GLD-1 TGE inh	PAFAH1B2 FP inh	MCL1-BIM inh	Fam108B inh	PME-1 inh	MEX-5 binding
O=c1[nH]ncn1-c1ccccc1C(F)(F)F	6	0	3	-5	2	7	0	3	-0.2
CCCOc1ccc(C(=O)Nc2ccc(CN3CCOCC3)cc2)cc1	0	-1	2	-3	1	3	3	4	-0.7
Cc1ccc(C(=O)OCc2nnc(-c3ccccc3)o2)cc1S(=O)(=O)N1CCOCC1	7	0	3	3	5	4	1	1	1.8
Cc1ccc2nc(SC(C)C(=O)NCc3ccco3)[nH]c2c1 (stereo not given)	-4	40	2	3	-1	6	5	-3	0.9
CC(C)CN(C(=O)C1=NN(c2ccccc2)C(=O)CC1)c1c(N)n(Cc2ccccc2)c(=O)[nH]c1=O	0	1	-2	2	-2	2	.	3	.
CCN(CC)CC(=O)Nc1cccc2c1C(=O)c1ccccc1C2=O	10	5	2	15	-2	20	1	-4	1.3
COC(=O)COn1c(SC(C)C)nc2ccccc2c1=O	3	2	1	-9	3	2	-1	5	-1.0
CC1O[C@@H]2O[C@](O[C@H](C)CC[C@@H](C)O)(c3ccccc3)O[C@@H]2C[C@H]1O (stereo not given in full)	6	0	-2	10	-1	9	1	0	0.7
CC(=O)Nc1ccc(Nc2c3ccccc3nc3ccccc23)cc1	1	6	2	3	0	9	-2	-57	-1.3
COc1cccc(CNC(=O)CN(C)S(=O)(=O)c2ccc3c(c2)CC(C)N3C(C)=O)c1 (stereo not given)	8	-1	2	-5	4	5	3	4	0.8
O=C(Nc1ncc2c(n1)-c1ccccc1CC2)c1ccccc1	0	20	-1	9	5	1	-3	-4	0.2
Cc1cc(C(=O)N/N=C/c2ccc(N(C)C)o2)cs1	17	12	8	10	6	22	4	-3	-4.9
O=C(Cc1ccccc1)NCC(=O)Nc1cccc(Br)c1	4	11	11	-4	1	1	-5	0	-3.3
O=c1[nH]cccc1-c1nc2ccccc2n1Cc1ccc(F)cc1	4	0	5	4	6	-2	-1	0	-0.3
COCCCNc1nc2ccccc2nc1NS(=O)(=O)c1cccc(C)c1	9	7	7	2	2	7	1	-5	2.3
CCN(CC)c1ccc(CNc2ccc(Br)cn2)cc1	-4	12	5	4	3	-8	4	-1	0.7
CCCc1nnc(NS(=O)(=O)c2ccccc2)s1	6	-1	0	6	0	14	-3	0	-0.3
CCOC(=O)c1cccc(C(=O)OCC)n1	5	-2	4	1	2	0	2	0	-0.8
CCOC(=O)c1c(O)c2cc(Cl)ccc2n(CC)c1=O	4	4	-3	3	.	6	5	-3	2.1
CS(=O)(=O)N1CCc2cc(C(=O)N3CCCC3)ccc21	8	0	3	0	3	6	1	-1	0.8
O=C(O)C1CCCN1S(=O)(=O)c1ccc2ccccc2c1 (stereo not given)	-1	1	4	-3	1	4	1	-8	-0.4
COc1ccc2[nH]c(C(=O)N3CCC(n4nccc4NC(=O)C4CC4)CC3)c(C)c2c1	2	2	3	0	2	-6	-5	-1	-0.3
CN1CC(=O)N(CC(=O)Nc2cccc(S(=O)(=O)N3CCOCC3)c2)C1=O	-3	1	-3	4	0	-11	-3	-8	-0.5
COc1ccc(C2COc3cc(O)ccc3C2)c(OC)c1O (stereo not given)	4	1	3	6	3	10	0	4	1.8
O=C(Nc1cccc([N+](=O)[O-])c1)c1ccc2nsnc2c1	0	13	0	0	-5	12	1	4	1.1
O=C(Nc1nnc(CCN2CCOCC2)s1)c1ccccc1	5	6	-3	0	-1	6	-1	-9	1.9
CCOC(=O)c1c(C)nc2ccccc2c1C	-4	10	1	0	3	1	8	0	1.6
COc1cc(OC)c(NC(=O)c2sc3ncn(CC(=O)N4CCN(c5ccccn5)CC4)c(=O)c3c2C)cc1Cl	4	-5	3	3	2	-4	-1	3	0.4
COC(=O)c1ccc(N2CCN(S(=O)(=O)c3ccc(C)cc3)CC2)c([N+](=O)[O-])c1	6	-7	5	5	3	-2	-2	10	.
CCC(=O)NC(c1cc(Cl)c2cccnc2c1O)C(C)C (stereo not given)	12	8	4	5	4	19	.	6	.
CN(C)c1ccnc(-n2cccc2/C=N/OCc2ccc(F)cc2Cl)c1C#N	3	0	-1	6	3	18	-3	1	-2.0
CCOc1ccc(NC(=O)c2ccc(Cn3nc(C)cc3C)o2)cc1	-1	47*	2	-3	1	1	-5	3	0.3
O=C(CCS(=O)(=O)c1ccc(Cl)cc1)NCCN1C(=O)S/C(=C\c2ccccc2F)C1=O	-2	2	2	1	14	0	-1	-7	1.2
Cc1cc(=O)[nH]c(Nc2cccc(Br)c2)n1	5	-1	-3	4	8	6	0	-9	-1.6
CCn1c(SCCN2CCOCC2)nc2c1c(=O)n(C)c(=O)n2C	1	3	2	0	-2	2	3	0	1.1
CC1(C)CC(=O)C2=C(C1)OC(N)=C(C#N)C2c1ccc[nH]1 (stereo not given)	33*	1	22	8	-5	26	9	-1	-3.1
NS(=O)(=O)c1ccc(-c2ccc(/C=C3\NC(=S)NC3=O)o2)cc1	-93	-1	15	-77	3	-106	2	-3	-65*
CCC(CC)C(=O)Nc1cccc(C(=O)c2ccccc2)c1	3	0	2	-4	4	0	1	2	-3.7
O=C(COC(=O)c1ccc(Cl)nc1)Nc1ccc2c(c1)CCC2	.	6	-2	-4	-8	.	.	.	.
COc1cc(C(=O)N/C(=C\c2cn(C)c3ccccc23)C(=O)N2CCOCC2)cc(OC)c1OC	2	9	2	-10	0	-4	-2	1	1.4
O=C1CCc2cc(S(=O)(=O)Nc3ccccc3Cl)ccc2N1	3	1	0	0	0	-4	.	3	.
Cc1nc2sc3c(c2c(=O)n1/N=C/c1cccnc1)CCCC3	4	36	4	5	3	6	1	8	1.7
Cc1ccccc1NC(=S)NCC1CCC(CNC(=S)Nc2ccccc2C)CC1 (stereo not given)	6	-2	3	2	3	8	-4	0	-2.7
CC1CCN(C(=O)CN2C(=O)C(=O)N(C(C)C)C2=O)c2ccccc2S1 (stereo not given)	-6	3	-8	-3	7	-16	.	-10	.
CN(C)c1ccc(NC(=O)c2cccc(N3C(=O)C4C5C=CC(C5)C4C3=O)c2)cc1 (stereo not given)	3	12	7	-2	-1	0	4	5	0.5
COc1cccc(N2CCN(Cc3nc(N)nc(N4CCCc5ccccc54)n3)CC2)c1	7	-4	10	6	1	9	2	3	-0.3
O=C(CCS(=O)(=O)c1cccc2nsnc12)N1CCN(Cc2ccc3c(c2)OCO3)CC1	9	1	8	1	6	5	2	9	-0.8
CC(C)c1cc(CNC(=O)c2ccc(OC3CCN(Cc4ccccn4)CC3)cc2)on1	20	2	6	4	4	20	6	-3	-7.0
